From PubChem BioAssay
GLP1R inv ag: qHTS of GLP-1 Receptor Inverse Agonists (Inhibition Mode); 1.6% of 410,000 active; Potency, µM (series often up to 38.3 µM), without a hit: top-dose activity change, negative = inhibition, most hits filed as inhibitors; HEK293 GLP-1R CRE-luciferase, luminescence, 24 h; GLP-1R form is constitutively active; AID 624417, 2012; further: potency means the concentration at half of the fitted maximal effect; on the % scale 0 is the no-effect control and ±100 the full control effect; nearly all actives have a fitted effect of over 55% in size
Target sequence (P43220 whole entry, looked up): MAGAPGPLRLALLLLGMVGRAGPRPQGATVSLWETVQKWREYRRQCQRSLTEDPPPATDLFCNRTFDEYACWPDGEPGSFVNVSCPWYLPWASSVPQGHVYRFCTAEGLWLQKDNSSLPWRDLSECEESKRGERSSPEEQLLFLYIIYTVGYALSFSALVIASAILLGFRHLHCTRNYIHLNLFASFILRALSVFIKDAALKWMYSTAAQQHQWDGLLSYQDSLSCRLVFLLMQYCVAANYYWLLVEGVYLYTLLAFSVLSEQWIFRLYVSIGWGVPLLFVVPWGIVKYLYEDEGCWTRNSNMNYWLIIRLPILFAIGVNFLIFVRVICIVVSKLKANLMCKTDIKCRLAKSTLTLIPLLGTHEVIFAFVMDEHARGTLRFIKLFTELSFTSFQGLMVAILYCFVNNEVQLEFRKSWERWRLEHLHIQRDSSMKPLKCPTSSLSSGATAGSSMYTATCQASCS
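Inverse agonists were sought by their lowering of basal cAMP reporter luciferase output in HEK293 cells stably carrying constitutively active human GLP-1R, after 24 h compound treatment.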
GLP1R cytotox: qHTS of GLP-1 Receptor Inverse Agonists: Cytotox Screen. HEK293 cAMP-luciferase reporter cells, luminescence, 24 h. Potency, µM (doses to about 38.3 µM), for the others: at the highest dose activity change, negative = inhibition, hits mostly inhibitors. 0.13% of 410,000 active;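 further: loss of luciferase light is scored as toxicity; potency means the concentration at half of the fitted maximal effect; on the % scale 0 is the no-effect control and ±100 the full control effect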
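Here, cytotoxicity is scored as loss of luminescence. The MLSMR collection was tested on cells seeded in medium containing 10% Nu serum, with a 24 hr compound exposure preceded by 12 hours of culture.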
TDP-43 yeast inh: qHTS of TDP-43 Inhibitors; TDP-43 expressing yeast growth rescue, BacTiter-Glo, 24 h; Potency, µM (titrated, usually from 46.1 µM), without a hit: at the top dose growth rescue (activation), most hits filed as activators; 1.8% of 410,000 active; further: potency means the concentration at half of the fitted maximal effect; % of control where 0% means no effect; nearly all actives have a fitted effect of over 50% in size
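In this qHTS, compounds that restore growth of yeast expressing TDP-43 appear as activators. Cells (OD600=0.02, galactose medium, raffinose-pregrown) are incubated with compound 24 hr at 30 deg C and growth is quantified by BacTiter-Glo.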
PTHR1 ag: qHTS for PTHR1 Agonists: Primary Screen. HEK293 GP2 PTHR1 cells, GloSensor cAMP luminescence, 1 h. Potency, µM (doses to about 115 µM), without a hit: at the highest dose activation, usual class: activators. 0.075% of 410,000 active. AID 743266, 2014; further: potency means the concentration at half of the fitted maximal effect; nearly all actives have a fitted effect of over 55% in size; some results filed as inactive show a strong effect at the top dose; inactives centre near -15; many of its hits are not listed in these tables
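HEK-293-derived GP2 cells expressing PTHR1 and a GloSensor cAMP reporter, 3,000/well, plated overnight, given luciferin plus IBMX (each 0.5 mM as added) for 1 h at 37 °C, then compound for 1 h at 37 °C. Luminescence was read after 15 min at room temperature.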
KB-V1 cytotox: qHTS assay for MDR1-selective chemotherapeutics: Primary screen using the drug-selected MDR subline cells KB-V1; KB-V1 MDR cells viability, CellTiter-Glo, 72 h; Potency, µM (doses to about 46.1 µM), for the others: at the top dose activity change, negative = cytotoxicity, most hits filed as cytotoxic; 3.4% of 400,000 active; AID 1347076, 2019; further: potency means the concentration at half of the fitted maximal effect; on the % scale 0 is the no-effect control and ±100 the full control effect; nearly all actives have a fitted effect of over 60% in size
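Potencies derive from concentration-effect curves fitted to normalized luminescence (CellTiter-Glo) of KB-V1 cells treated for 72 h at 37 degrees C in phenol-red-free DMEM containing 10% FBS.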
aSyn rescue: qHTS of alpha-syn Inhibitors; 0.14% of 370,000 active; Potency, µM (series often up to 46.1 µM), for inactives: top-dose growth rescue (activation), usual class: activators; Yeast expressing alpha-synuclein, growth rescue, BacTiter-Glo, 24 h; AID 652106, 2013; further: potency means the concentration at half of the fitted maximal effect; % of control where 0% means no effect; nearly all actives have a fitted effect of over 65% in size
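Readout is rescue of growth in alpha-synuclein-expressing yeast, so inhibitors of toxicity appear as activators. Growth after 24 hr at 30 deg C in galactose medium is quantified by luminescence.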
D3 antag: qHTS of D3 Dopamine Receptor Antagonist: qHTS; D(3) dopamine receptor (Homo sapiens), P35462; D3R cells, DiscoveRx beta-arrestin luminescence, antagonist mode; hits give low values; max response, negative = inhibition, %; 2.5% of 360,000 active; AID 652054, 2013; in the data active means max response below about -50%; inconclusive means no clear call, values can overlap the other calls; further: on the % scale 0 is the no-effect control and ±100 the full control effect; mostly tested at two doses, the higher about 12 µM
Target sequence (P35462 whole entry, looked up): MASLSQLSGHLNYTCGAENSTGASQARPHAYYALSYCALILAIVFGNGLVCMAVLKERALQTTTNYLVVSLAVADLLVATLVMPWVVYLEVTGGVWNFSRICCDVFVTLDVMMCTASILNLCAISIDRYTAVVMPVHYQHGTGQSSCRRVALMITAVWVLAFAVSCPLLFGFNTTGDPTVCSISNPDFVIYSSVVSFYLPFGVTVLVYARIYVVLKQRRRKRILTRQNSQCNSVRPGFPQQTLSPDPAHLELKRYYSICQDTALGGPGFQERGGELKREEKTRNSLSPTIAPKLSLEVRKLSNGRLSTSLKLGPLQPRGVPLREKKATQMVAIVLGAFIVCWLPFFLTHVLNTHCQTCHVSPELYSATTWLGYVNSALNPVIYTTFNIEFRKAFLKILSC
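Cells expressing the human receptor were seeded at 1500 cells/well, incubated overnight at 37 degrees C in 5% CO2, then exposed to library compounds with dopamine controls for 90 minutes at 37 degrees C before luminescent detection.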
GLP1R ag: qHTS of GLP-1 Receptor Agonists. 0.007% of 380,000 active. Glucagon-like peptide 1 receptor (Homo sapiens), P43220. Potency, µM (titrated, usually from 45.6 µM), for the others: at the highest dose activation, most hits filed as activators. HEK293 GLP-1R CRE-luciferase, luminescence, 4-6 h; cells express a hypersensitive GLP-1R form; further: potency means the concentration at half of the fitted maximal effect; % of control where 0% means no effect
D3 ag: qHTS of D3 Dopamine Receptor Agonist: qHTS. D(3) dopamine receptor (Homo sapiens), P35462. D3R DiscoveRx beta-arrestin cells, luminescence, 90 min. max activation, %. 0.58% of 410,000 active. AID 652048, 2013; in the data active means max activation above about 30%; further: 0% is about no effect; mostly tested at two doses, the higher about 12 µM
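Agonist-mode cell screen: cells plated at 1500/well and incubated overnight at 37 °C, then exposed to library compounds for 90 min at 37 °C. Detection reagent was added for 30–60 min at room temperature, and luminescence was read.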
* hit, by the source's call; i = inactive; u = inconclusive; x = not tested or not shown; [ ] = remark or other dose. Unless noted, the call rests on the fitted dose curve; in most records, active means well fitted curve in the direction sought with a large enough effect; inconclusive means small, poorly fitted or top-dose-only effect, or another doubt; inactive means no such curve, though single readings can be large; an effect the other way counts as inactive or inconclusive.

compound	GLP1R inv ag	GLP1R cytotox	TDP-43 yeast inh	PTHR1 ag	KB-V1 cytotox	aSyn rescue	D3 antag	GLP1R ag	D3 ag
CC1(C)C(=O)OC(c2cccs2)C(C)(C)C1=O (stereo not drawn)	-10%	3%	10%	i	19%	3%	-2	-12%	3
O=C(/C=C/c1ccccc1Cl)OCC(=O)c1ccc[nH]1	2%	0%	14%	-4%	-12%	-4%	-17	29%	2
CCSc1nnc(NC(=O)CC)s1	0%	13%	0%	11%	u	-2%	u	-1%	0
CS(=O)(=O)NCc1nnc(SCC(=O)NC2CCCCC2)n1-c1ccc(F)cc1	2%	1%	10%	i	16%	-8%	30	1%	-8
COc1cccc(CN2c3ccccc3-c3nc(SCC(=O)Nc4cccc(C)c4)ncc3S2(=O)=O)c1	-10%	-2%	27%	-28%	-12%	x	x	0%	4
CCN(CC)c1ccc(C2C(C(=O)Nc3ccccn3)=C(C)NC3=C2C(=O)CC(C)(C)C3)cc1 (stereo not drawn)	u	-2%	-19%	-2%	-19%	-2%	11	-1%	-3
Fc1ccc(CNc2ncnc3c2c(-c2ccccc2)cn3-c2ccccc2)cc1	u	-2%	0%	i	-16%	x	x	x	-18
CCOC(=O)COc1ccccc1/C=C\[N+](=O)[O-]	17%	u	-93%[inhibitor]	-39%	15µM*	-74%[inhibitor]	-103*	-40%[inhibitor]	-12
CCOc1ccc(C(C)=O)cc1NC(=O)/C=C\C(=O)O	0%	6%	10%	-1%	1%	11%	2	0%	10
COCOCCn1cc(CN2CCS(=O)(=O)N(Cc3ccc(-c4ccncc4)cc3)C(CC(C)C)C2=O)nn1 (stereo not drawn)	42%[activator]	-8%	21%	-26%	-17%	u	-7	6%	-1
CCOc1ccc(CNC(=O)c2cnc3sc(N(CC)CC)nn3c2=O)cc1OC	9%	12%	16%	i	x	x	x	x	-8
CCCOC(=O)c1c(N)sc(C(=O)OCC)c1C	1%	-4%	7.9µM*	-17%	0%	4%	2	16%	-20
COCCNC(=O)C(c1cccs1)N(Cc1ccccc1)C(=O)Cn1nnc2ccccc21 (stereo not drawn)	-13%	-17%	-8%	-14%	-17%	8%	12	1%	2
COc1cc(C(=O)O[C@H]2CC(C)=CC[C@@]3(C)CC[C@@](O)(C(C)C)[C@H]23)ccc1O	u	7%	20%	i	10%	-36%[inhibitor]	15	20%	1
COC(=O)c1ccccc1NC(=O)Cn1cnc2ccc(S(=O)(=O)N3CCC(C)CC3)cc2c1=O	-18%	4%	-7%	-39%[inhibitor][57.5 µM]	1%	-9%	-11	9%	3
COc1ccc(N(C)S(=O)(=O)c2cccc(C(=O)NC3=NCCS3)c2)cc1	9%	2%	-2%	u	3%	-15%	-11	5%	-2
CCc1cc2c(Nc3ccccc3O)nc(C)nc2s1	13%	15%	5%	i	1%	-5%	-15	3%	-9
Cc1cc([N+](=O)[O-])cc(C)c1OCC(=O)N/N=C/c1ccc(OC(=O)c2ccccc2Br)cc1	u	15%	12%	i	-30%	7%	-11	-15%	3
CC(C)CC(=O)O/N=C1\C(=O)N(c2ccccc2)c2ccccc21	18%	2%	-14%	-26%	16%	1%	-11	6%	-2
CCOC(=O)C1(CCOC)CCN(Cc2cc3ccccc3s2)CC1	u	8%	u	-22%	-8%	19%	0	1%	-10
CCCC(=O)Nc1sc(-c2ccccc2)c(-c2ccccc2)c1C(=O)O	u	-1%	5%	-38%[inhibitor]	9%	-6%	-10	-1%	2
CCOc1cc(C(=O)N(CC)CC(=O)Nc2ccc3c(c2)OCCO3)ccc1OC	9%	0%	22%	-11%	14%	1%	4	-7%	4
CCOC(=O)c1sc2nc(N3CCOCC3)c3c(c2c1N)CCCC3	32%	-5%	-8%	-5%	15%	0%	6	3%	-1
COc1ccc(S(=O)(=O)Nc2cccc3c2O[C@H](CN(C)S(=O)(=O)c2ccc(Cl)cc2)[C@H](C)CN([C@H](C)CO)C3=O)cc1	-20%	9%	0%	-16%	4%	-7%	u	9%	-43
CCOC(=O)c1c(C)cc(C)[nH]c1=O	1%	-1%	-2%	i	2%	2%	2	0%	-3
CCCOC(=O)c1ccc(OCC(O)CN2C(=O)NC(C)(C)C2=O)cc1 (stereo not drawn)	-1%	2%	23%	i	12%	8%	-23	-7%	1
Cn1c(=O)oc2cc(S(=O)(=O)Nc3ccc4c(c3)OCO4)ccc21	17%	-10%	-15%	-11%[57.5 µM]	-1%	7%	12	0%	-3
Cc1cccc(C)c1NC(=O)C(c1ccncc1)N1CCN(CCN(C)C)CC1 (stereo not drawn)	11%	-1%	9%	i	7%	0%	10	x	5
CCOC(=O)CNC(=O)OC1CCN2Cc3ccccc3N=C12 (stereo not drawn)	10%	-9%	11%	i	20%	0%	-7	-1%	7
COc1ccc(S(=O)(=O)n2cnc3cc(C)c(C)cc32)cc1C	-13%	-27%	2%	-20%[57.5 µM]	u	-1%	7	6%	12
COc1ccc(Cl)cc1C(=O)N1CCC2(CC1)CC(=O)c1ccccc1O2	-26%	14%	20%	-20%	u	11%	17	-5%	22
CS(=O)(=O)c1ccc(Cl)c(C(=O)Nc2ccc3nc(N4CCOCC4)sc3c2)c1	2%	-4%	18%	-36%[inhibitor]	29%	-2%	-14	0%	-1
CCOc1cc(C(=O)N/N=C/c2ccoc2)cc(OCC)c1OCC	7%	1%	19%	i	9%	0%	-70*	6%	-16
Cc1ccc(C)c(NC(=O)CSc2nc3[nH]ncc3c(=O)[nH]2)c1	1%	-14%	15%	i	-15%	-16%	5	-11%	0
CCCc1cc(C(=O)NNC(=S)Nc2cccc(C)c2)cs1	u	-2%	8.9µM*	-7%	15µM*	-6%	2	0%	1
COc1ccc(C(=O)NCCS(=O)(=O)N2CCN(Cc3ccccc3)CC2)cc1	-13%	-6%	-23%	-32%[inhibitor]	3%	-3%	-10	6%	-8
COc1ccc(C(O)c2nc(-c3ccccc3C)cs2)cc1 (stereo not drawn)	-21%	-13%	24%	-1%	-22%	14%	-95*	21%	-12
C/C(=N/NS(=O)(=O)c1ccc(C)cc1)c1ccc(NC(=O)C(F)(F)F)cc1	31%	-7%	0%	-25%	-13%	-1%	-16	0%	-5
CC(C)C(=O)N=c1sc2cccc(F)c2n1C	15%	10%	9%	u	-15%	16%	-4	12%	0
Cc1ccc(NC(=O)CCCC(=O)O)c(-c2nc3ccccc3[nH]c2=O)c1	21%	3%	-17%	-93%[inhibitor]	-3%	0%	-10	-4%	6
N#CC1=C2N=C(N)c3c(sc4c3CCCCC4)N2C2=C(C(=O)CCC2)C1c1ccccc1 (stereo not drawn)	0%	-17%	16%	-7%[57.5 µM]	u	2%	-13	-1%	-3
Brc1ccc(-c2nnc(-c3cccnc3)o2)cc1	50%[activator]	-3%	10µM*	-31%[inhibitor]	-1%	3%	-16	6%	-14
CCCC(=O)N(Cc1cc(=O)[nH]c2ccccc12)c1ccc(OC)cc1	2%	-11%	-4%	i	5%	0%	7	7%	-1
Cc1cccc2c(=O)oc(-c3ccccc3Cl)nc12	22%	0%	16%	i	u	-1%	3	-1%	10
N#Cc1c(C(F)(F)F)cc(-c2cccs2)nc1N1CCCCC1	10%	2%	3%	-11%	-19%	-5%	9	1%	-3
CSc1ccc(OC2(C)CCN(Cc3ccc(C(C)C)cc3)C2)cc1 (stereo not drawn)	-19%	8%	22%	-21%	-4%	-17%	-61*	3%	-12
Cn1c(SCC(=O)N2CCCc3ccccc32)nnc1-c1cccs1	0%	-11%	5%	-14%	0%	-12%	-20	6%	-6
COC(=O)Cn1nc(-c2ccccc2)c2ccccc21	13%	5%	-64%[inhibitor]	-14%	u	-37%[inhibitor]	0	-1%	4
Cc1ccccc1NC(=O)COC(=O)COc1ccc2ccc(=O)oc2c1	2%	6%	12%	24%	0%	-3%	0	0%	-10
FC(F)(F)c1ccc(Nc2nnnc3ccccc23)cc1	18%	-6%	-2%	-6%	1%	2%	-19	14%	0

Laid out differently: entries from further up
Second line of a record – GLP1R inv ag | GLP1R cytotox | TDP-43 yeast inh | PTHR1 ag | KB-V1 cytotox | aSyn rescue | D3 antag | GLP1R ag | D3 ag
- COC(=O)Cn1nc(-c2ccccc2)c2ccccc21
 : 13% | 5% | -64%[inhibitor] | -14% | u | -37%[inhibitor] | 0 | -1% | 4
- Cn1c(SCC(=O)N2CCCc3ccccc32)nnc1-c1cccs1
 : 0% | -11% | 5% | -14% | 0% | -12% | -20 | 6% | -6
- CSc1ccc(OC2(C)CCN(Cc3ccc(C(C)C)cc3)C2)cc1 (stereo not drawn)
 : -19% | 8% | 22% | -21% | -4% | -17% | -61* | 3% | -12
- CCCC(=O)N(Cc1cc(=O)[nH]c2ccccc12)c1ccc(OC)cc1
 : 2% | -11% | -4% | i | 5% | 0% | 7 | 7% | -1

(more compounds)
compound	GLP1R inv ag	GLP1R cytotox	TDP-43 yeast inh	PTHR1 ag	KB-V1 cytotox	aSyn rescue	D3 antag	GLP1R ag	D3 ag
CCOC(=O)c1c(C)oc2ncnc(Nc3ccc(CC)cc3)c12	-3%	2%	18%	i	u	x	x	-2%	7
COc1ccccc1-c1cn[nH]c1-c1ccc(O)cc1O	u	-8%	12%	-20%	3%	5%	13	-3%	5
CN(C)S(=O)(=O)N1CCC(Oc2cccc(C(=O)N3CCSCC3)c2)CC1	17%	22%	-8%	i	u	0%	-3	0%	4
CC1(C)CC(=NO)CC(C)(C)N1	7%	4%	4%	-17%[57.5 µM]	22%	-3%	-26	-8%	5

A portion of the library; rates above refer to the full screens.
